From PubChem BioAssay
Mdm2-MdmX inh – human Mdm2/MdmX binding inhibition; SaOS-2 split-luciferase Mdm2/MdmX complementation, luminescence; inhibition, % at 8 µM; 330,000 compounds, 3% hits; O15151+Q00987;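 active = inhibition of at least 50% at 8 µM in the primary screen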
tim10-1 inh – growth inhibitors of tim10-1 mutant yeast. inhibition, % at 20 µM. S. cerevisiae tim10-1 ts strain growth, BacTiter-Glo, 24 h. 330,000 compounds, 2.2% hits;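 active = inhibition of at least 40%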;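 note: mutant grown at 25 °C; 0% = DMSO wells with yeast and 100% = wells holding no yeast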
CXCR6 inh – blocks human CXCR6 beta-arrestin recruitment; 360,000 compounds, 0.36% hits; CHO-K1 PathHunter CXCR6 beta-arrestin, luminescence; inhibition, % at 20 µM; in the data active = inhibition above about 34%, passing the limit was not always enough;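 note: antagonist mode with CXCL16 agonist at 10 nM final; 0% = 10 nM CXCL16 with DMSO and 100% = unstimulated wells without agonist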
Target sequence (O00574 whole entry, looked up): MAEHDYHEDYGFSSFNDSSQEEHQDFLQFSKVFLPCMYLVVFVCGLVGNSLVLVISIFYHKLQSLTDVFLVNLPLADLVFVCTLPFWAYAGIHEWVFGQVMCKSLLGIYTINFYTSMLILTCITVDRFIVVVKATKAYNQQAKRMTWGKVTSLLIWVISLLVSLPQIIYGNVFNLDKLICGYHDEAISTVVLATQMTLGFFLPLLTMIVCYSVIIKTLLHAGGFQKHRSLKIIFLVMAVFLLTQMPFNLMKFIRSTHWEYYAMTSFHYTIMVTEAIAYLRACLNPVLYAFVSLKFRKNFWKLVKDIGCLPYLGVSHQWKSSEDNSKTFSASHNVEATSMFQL
APJ ag – APJ receptor agonism. P35414. CHO-K1 APJ PathHunter beta-arrestin, luminescence; 0% DMSO wells, 100% apelin. activation, % at 20 µM. 330,000 compounds, 0.11% hits;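 active = activation more than six SD over the plate average, tested at 20 µM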;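 note: 0% = DMSO alone and 100% = apelin-13 at 10 nM; some results filed as inactive read as strong as hits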
Target sequence (P35414 whole entry, looked up): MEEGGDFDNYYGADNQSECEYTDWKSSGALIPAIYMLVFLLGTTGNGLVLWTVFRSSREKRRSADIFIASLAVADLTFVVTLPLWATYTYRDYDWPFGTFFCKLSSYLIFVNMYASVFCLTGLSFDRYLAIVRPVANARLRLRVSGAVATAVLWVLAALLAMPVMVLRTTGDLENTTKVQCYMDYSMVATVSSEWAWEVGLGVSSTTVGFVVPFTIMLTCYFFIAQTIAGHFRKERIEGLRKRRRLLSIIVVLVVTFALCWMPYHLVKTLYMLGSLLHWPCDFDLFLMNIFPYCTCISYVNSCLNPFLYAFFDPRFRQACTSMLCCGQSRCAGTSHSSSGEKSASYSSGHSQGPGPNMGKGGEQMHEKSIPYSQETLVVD
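Assay system – PathHunter CHO-K1 APJ (AGTRL-1) beta-arrestin reporter cells · Compound – one dose, 20 µM compound, 1% DMSO · Timing – compound 90 min 25 °C, reagent 1 h · Measured by – luminescence from split beta-galactosidase complementation, Galacton Star/Emerald II substrate · Measure – beta-arrestin recruitment to APJ as agonist activity, luminescent signal · Benchmarks – DMSO vs Apelin-13 10 nM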
APJ antagonist – blocks the human apelin receptor APJ. 330,000 compounds, 0.32% hits. CHO-K1 APJ beta-arrestin complementation, luminescence. AID 2521. inhibition, % at 20 µM;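 active = inhibition above about 40% at 20 µM, limit read from the data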;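 note: cells challenged with 10 nM apelin-13 agonist together with compound; plate controls were apelin-13 plus DMSO wells for no effect and DMSO wells lacking apelin-13 for full effect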
TIM10 inh – TIM10 yeast growth inhibition | inhibition, % at 10 µM | 330,000 compounds, 1.4% hits | AID 463195 | S. cerevisiae TIM10 strain growth, BacTiter-Glo luminescence, 24 h;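 active = inhibition of 40% or more at the single tested concentration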;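 note: wild-type TIM10 isogenic control strain grown at permissive 25 °C; 0% = DMSO yeast wells and 100% = minimal medium wells without yeast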
tim23-1 inh – inhibits growth of tim23-1 mutant yeast. inhibition, % at 20 µM. 330,000 compounds, 1.3% hits. S. cerevisiae tim23-1 growth, BacTiter-Glo luminescence, 24 h;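 active = growth inhibition of the mutant yeast at or above 50%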;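 note: temperature-sensitive mutant grown at 25 °C; plate controls were DMSO-treated mutant yeast for no effect and medium wells lacking yeast for full effect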
UPR CHOP act – activators of apoptotic arm of unfolded protein response (CHOP) | CHO-CHOP luciferase reporter, UPR activation, luminescence; percent of tunicamycin response over DMSO baseline | 330,000 compounds, 0.34% hits | AID 449763 | activation, % at 10 µM;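 active = at 10 µM dose, activation of 40% or more, normalized to positive control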;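 note: 100% = tunicamycin at 10 µg/mL and 0% = DMSO alone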
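Test system: CHO-CHOP cells, stable luciferase reporter of PERK-eIF2a-CHOP signalling | Quantity: 500 CHO-CHOP cells per well | Buffer or medium: F12 plus 10% serum | Compound dosing: 10 µM single point, 0.5% DMSO | Schedule: 6 h compound treatment, 37 °C | Signal: Luciferase luminescence | Control set: Tunicamycin high control, DMSO low control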
XBP1 UPR activ – adaptive UPR (XBP1) activation. CHO-XBP1 luciferase reporter, IRE1-XBP1 UPR activation, luminescence; percent of tunicamycin response, DMSO as zero. 330,000 compounds, 0.33% hits. activation, % at 20 µM;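 active = versus positive control, 20 µM dose yields 30% or more activation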;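 note: 100% = tunicamycin at 10 µg/mL and 0% = DMSO only wells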
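Assay system: CHO-XBP1 luciferase reporter cells; Schedule: 6 h treatment, 37 °C; Detection: glow luminescence from Steady-Glo reagent; Benchmarks: high control tunicamycin 10 µg/mL final, low control DMSO vehicle only.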
* hit, by the source's call; nt = not tested or not shown. These rows are one share of the data, so the mix of outcomes need not match the whole.

Compound,APJ antagonist,TIM10 inh,APJ ag,tim23-1 inh,XBP1 UPR activ,Mdm2-MdmX inh,UPR CHOP act,CXCR6 inh,tim10-1 inh
COc1cccc(C2CN(c3ccc(F)cc3F)N=C2c2cccs2)c1OC (stereo not drawn),5,18,-6,33,2,2,2.5,-1,20
O=C(O)c1cccc(S(=O)(=O)Nc2ccccc2C(=O)NCCc2ccccc2)c1,-1,6,-5,19,1,-9,2.7,2,9
Cc1ccc(CNC(=O)COC(=O)c2cnc(C)cn2)cc1,-6,0,-1,11,-4,-1,1.7,-11,14
O=C(COc1ccc2c(-c3ccccc3)cc(=O)oc2c1)NCC1CCC(C(=O)O)CC1 (stereo not drawn),-19,-10,2,-4,-2,-2,-2.4,-2,10
Cc1cc(C)n(C(=O)C(C(=O)c2ccccc2)C(C)C)n1 (stereo not drawn),7,14,0,10,-2,4,-1.8,2,35
Cc1cc(NC(=O)c2cnn3cccnc23)no1,-8,11,3,0,3,-30,2.3,0,-6
Cc1nn(Cc2c(F)c(F)c(F)c(F)c2F)c(C)c1NC(=O)c1ccc(COc2cc(Cl)ccc2Cl)cc1,4,6,-4,9,12,-7,11,0,19
O=C(Cc1n[nH]c(=O)c2ccccc12)NCc1ccc(Cl)cc1,-16,-10,-4,1,1,12,-1.3,4,3
CCOc1ccc(NC(=O)CC2S/C(=N/N=C3CCCCCC3)NC2=O)cc1 (stereo not drawn),3,8,7,31,-3,14,0.5,-3,17
CCCC1=C/C(=C/c2ccc(-c3ccccc3OC)o2)C(=O)O1,-9,17,-3,23,2,-6,1.4,10,28
Cc1ccc(NC(=O)C2CCN(S(C)(=O)=O)CC2)c(C)c1,6,-1,-4,4,-5,23,0.3,2,-1
CCN1CCN(CC(O)COCc2ccccc2)CC1 (stereo not drawn),-11,-19,-1,-2,-1,-1,-2.4,3,12
COc1ccc(NC(=O)Cn2nnc(-c3ccccc3NS(=O)(=O)c3ccccc3)n2)cc1,17,2,-3,22,-1,-3,2.5,-2,6
O=C(CN1CCCC1)Nc1ccccc1Sc1ccc(Cl)cc1,-4,-6,-4,8,0,6,1.4,4,11
CCOC(=O)C1=C(C)OC(N)=C(C#N)C1c1cc2c(cc1Br)OCO2 (stereo not drawn),-9,17,3,23,0,-2,-0.9,6,20
COc1cc(NC2c3ccccc3C(=O)N2Cc2ccccc2Cl)cc(OC)c1OC (stereo not drawn),21,3,-2,-3,-1,26,0.7,-2,6
CCC1Oc2ccccc2N(CC(=O)NCc2cccs2)C1=O (stereo not drawn),-20,2,-4,10,-3,-27,-1.5,-7,8
CC(=O)Nc1sc2c(c1CN1CCN(c3ccccn3)CC1)CCCC2,-5,20,-3,39,-1,30,0.4,11,24
Nc1c(C(=O)NCCc2ccc(Cl)cc2)sc2ccc(S(=O)(=O)N3CCCCC3)cc12,6,44*,-1,41,-1,38,1.4,nt,43*
O=C1NC(N2CCOCC2)=N/C1=C/c1ccc2c(c1)OCO2,-9,10,2,1,1,4,1.9,9,9
CN(C)CCNC(=O)/C(=C/c1ccc(-c2ccc(Cl)cc2Cl)o1)NC(=O)c1ccccc1,13,18,0,22,1,100*,2.9,-14,7
c1cc2c(cc1CNc1ccc(N3CCOCC3)cc1)OCO2,-5,-9,0,5,-2,-36,6.5,-11,-10
O=C(NCc1cccc(C(F)(F)F)c1)C1CC(c2ccccc2F)=NO1 (stereo not drawn),2,8,-2,16,-2,21,1.4,-3,34
CC(C)CCNC(=O)NC(=O)CSc1ncccn1,18,7,-2,6,1,-9,3.2,1,-1
Cc1cccc(N(Cc2ccccc2)C(=O)CN2C(=O)NC3(CCCC3)C2=O)c1,9,13,-2,13,-1,9,-2.3,3,26
CN(C)S(=O)(=O)N1CCc2ccc(NC(=O)c3ccc(C(F)(F)F)cc3)cc2C1,-1,-11,3,2,-3,30,7.0,-7,-5
NC(=O)C1CCN(Cc2nc(-c3ccccc3)no2)CC1,-14,-12,-2,5,0,8,1.4,8,-2
COC(=O)Cc1[nH]c(=O)[nH]c1C(=O)OC,18,-8,-4,-1,-2,4,3.3,-6,-14
Cc1nnsc1C(=O)NC(=O)Nc1ccc(F)c(Cl)c1,15,12,-1,11,-1,12,3.2,-1,6
COc1ccc(C(C[N+](=O)[O-])c2c(-c3ccccc3)cc3ccccn23)c(OC)c1 (stereo not drawn),-18,60*,7,73*,8,53*,31,13,70*
CSc1nccc(Oc2cccc(C#N)c2)n1,7,4,-2,10,2,24,1.6,2,18
CCOC(=O)c1cc2oc(C(c3nnnn3C3CCCCC3)N3CCOCC3)cc2[nH]1 (stereo not drawn),3,38,-1,19,1,6,0.1,-1,25
CSCCC(C(=O)Nc1ccc2c(c1)OCO2)N1C(=O)c2ccccc2C1=O (stereo not drawn),13,-7,-5,3,1,15,0.8,1,24
Cc1ccc(C)c(NC(=O)CCn2nc(C)cc2C)c1,16,5,-2,-6,-3,16,0.0,-20,7
CCN(CC)C(=O)CCS(=O)(=O)c1cccc2nonc12,13,5,1,8,-1,5,1.9,-11,0
Cc1ccc(Cl)cc1NC(=O)NCc1cccnc1,-16,4,3,-5,-9,4,3.5,-6,-17
O=C(NCc1ccco1)C(c1ccccc1)N(Cc1ccccc1)C(=O)Cn1nnc2ccccc21 (stereo not drawn),4,12,-1,5,-2,7,0.0,-2,14
C=CCNC(=O)/C(=C/c1cn(-c2ccccc2)nc1-c1cccc([N+](=O)[O-])c1)NC(=O)c1ccccc1,8,14,-3,-2,0,2,4.4,4,12
O=C(O)c1ccc(Nc2nc(-c3cc4ccccc4oc3=O)cs2)cc1O,-5,8,-2,-1,1,-14,0.2,-2,7
O=C(CSc1nnc2c(n1)[nH]c1ccc(S(=O)(=O)N3CCOCC3)cc12)Nc1ccccc1Cl,6,-2,-2,-17,6,21,1.3,8,-12
COc1cccc(/C=N/NC(=O)CNC(=O)CCc2ccccc2)c1O,5,2,0,5,2,31,-0.1,-3,11
CCOc1ccc(NC(=O)CN2CCC(n3cnc4cc(F)ccc43)CC2)cc1,-8,-11,2,29,1,5,-1.1,-13,12
O=S(=O)(Nc1ccccn1)c1ccc(C(F)(F)F)cc1Cl,-28,-14,-4,-21,-4,4,-1.7,0,-16
Cc1ccc(CNC(=O)Cc2nc3nc(C)cc(C)n3n2)cc1,10,-17,0,-5,-1,-4,2.6,-9,8
COc1cc(NC(=O)COC(=O)c2cc(S(=O)(=O)N3CCOCC3)ccc2F)cc(OC)c1,-7,1,0,2,-4,2,3.6,-2,-4
CSCCC(C(=O)N(C)CC(=O)Nc1cccc(F)c1)N1C(=O)c2ccccc2C1=O (stereo not drawn),7,-6,-6,3,-3,-11,1.4,5,-1
Nc1nc(-c2cccnc2)nc(N2CCCCC2)n1,10,15,-4,3,-4,16,1.2,5,1
Cc1ccc(SCC(=O)Nc2cccc(S(=O)(=O)N3CCOCC3)c2)cc1C,2,1,1,16,-2,21,0.0,-4,18
Cc1nc(SCc2nc3c(C)cccc3[nH]2)c2oc3ccccc3c2n1,3,3,-2,26,9,2,-1.1,10,24
COc1ccc(CN2CCNC(=O)C2CC(=O)NCC2CCOCC2)c(C)c1C (stereo not drawn),-3,21,1,26,1,5,2.5,-1,18
O=[N+]([O-])c1cc(C=Nc2ccc3ccccc3c2)ccc1Br,-48,18,-3,17,3,18,0.8,9,28
Cc1nc(-c2ccc(C(=O)Nc3ccc(F)cc3)cc2)cs1,-2,-12,0,-13,-3,-89,-0.3,-1,13
CCn1c(SCC(=O)N(C)C)nc2cc(S(=O)(=O)N3CCOCC3)ccc21,16,0,8,3,0,-10,0.3,-1,3
N#C/C(=C(O)\C=C\c1ccccc1)c1nc2ccccc2[nH]1,13,-2,-4,-8,2,15,0.4,5,-3
CCOc1ccc(NC2=C(Cl)C(=O)N(C3CCCCC3)C2=O)cc1,27,1,3,9,1,4,2.5,0,10
CCCC[C@H]1COCCS(=O)(=O)N1Cc1ccc(F)cc1,14,-4,-6,16,2,12,-0.5,9,12
CCCCN(C)C(=S)Nc1ccc2nc(N3CCN(CC)CC3)cc(C)c2c1,-12,-2,0,-3,0,22,2.5,-1,8
O=C(CN(C(=O)CCC(=O)Nc1ccccn1)C1CCCC1)NCc1ccccc1,17,4,-2,1,5,-23,0.9,3,-11
CCOc1ccc(N2CC(C(=O)Nc3nnc(CC)s3)CC2=O)cc1 (stereo not drawn),5,-7,-3,17,3,-7,1.1,2,17
O=C(O)c1ccc(S(=O)(=O)N2CCN(c3ccccn3)CC2)cc1,7,-9,-5,7,-7,-2,0.5,-5,2

Later entries
Compound,APJ antagonist,TIM10 inh,APJ ag,tim23-1 inh,XBP1 UPR activ,Mdm2-MdmX inh,UPR CHOP act,CXCR6 inh,tim10-1 inh
CC(C)(C)c1ccccc1NC(=O)c1ccc(-n2cncn2)c([N+](=O)[O-])c1,-22,-93,-1,-15,-4,-5,0.9,4,-52
CC(C)(C)c1ccc(C(=O)NNC(=O)Cc2cccc3ccccc23)cc1,1,24,-3,19,-2,5,-0.9,5,16
Cc1cccc(-c2nc3ccccc3c(=O)n2NC(=O)/C=C/c2ccc([N+](=O)[O-])cc2)c1,-13,20,3,24,0,9,5.8,-6,28
Cc1cc(C)cc(NC(=O)N2CCCC2C(=O)NCc2ccco2)c1 (stereo not drawn),-5,-17,0,-2,-3,22,-2.0,3,-2
CC(C)Oc1ccc(C2CC(=O)N(C)C2=O)cc1 (stereo not drawn),-1,-1,-2,4,-2,13,2.9,-4,-4
CCOc1ccc(N(Cc2cc3cc(C)ccc3[nH]c2=O)C(=O)COC)cc1,-29,6,-2,4,0,24,-2.5,7,-4
Cc1c(C)n(C)c2ccc(C(=O)NCCCN3CCCCC3C)cc12 (stereo not drawn),4,6,-3,10,-2,4,1.1,-6,-14
Cn1c(SCC(=O)Nc2ccc3c(c2)OCCO3)nnc1-c1cccnc1,5,5,-5,-7,-5,0,1.2,4,-4
CS(=O)(=O)Nc1cccc(C2=NN(S(=O)(=O)c3ccccc3)C(c3ccco3)C2)c1 (stereo not drawn),4,1,-4,-4,1,4,0.3,-2,-1

An excerpt from above with just XBP1 UPR activ.
| Molecule | XBP1 UPR activ |
| --- | --- |
| Cc1c(C)n(C)c2ccc(C(=O)NCCCN3CCCCC3C)cc12 (stereo not drawn) | -2 |
| CC(C)(C)c1ccc(C(=O)NNC(=O)Cc2cccc3ccccc23)cc1 | -2 |
